TMEM16A inh: blocks the mouse calcium-activated chloride channel TMEM16A | 310,000 compounds, 1.2% hits | HEK293 TMEM16A/YFP iodide influx fluorescence, ionomycin | AID 588511 | Q8BHY3 | normalized B-score (activity score, 25-100; higher = stronger inhibition) at 10 µM;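 active means ratio plate-corrected score three or more library SD toward inhibition, starting fluorescence score within five deviations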;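 further: score derived from kinetic fluorescence span divided by baseline fluorescence per well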
MrgX1 antagonist: antagonists of human MrgX1 receptor. Q96LB2. MRGX1-HEK293 calcium flux, Fluo-4, BAM8-22 antagonism; stronger effect = lower value. B-score at 10 µM. 310,000 compounds, 1.3% hits. AID 588676;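 active means calcium-response B-score plate-corrected more than 3 library SD below zero, starting fluorescence within 5 deviations, no agonist response on first addition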;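 further: peak minus trough fluorescence over baseline after final BAM8-22 challenge near maximal dose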
Target sequence (Q96LB2 whole entry, looked up): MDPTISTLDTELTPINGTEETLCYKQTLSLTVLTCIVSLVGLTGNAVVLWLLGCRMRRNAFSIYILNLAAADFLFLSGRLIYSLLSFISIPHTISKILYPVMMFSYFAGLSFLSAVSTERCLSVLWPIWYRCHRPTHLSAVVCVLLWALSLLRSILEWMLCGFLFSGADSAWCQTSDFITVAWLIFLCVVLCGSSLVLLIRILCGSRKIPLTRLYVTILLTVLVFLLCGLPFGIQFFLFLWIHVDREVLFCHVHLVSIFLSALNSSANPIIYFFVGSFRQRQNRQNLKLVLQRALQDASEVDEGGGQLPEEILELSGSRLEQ
TMEM16A act: mouse TMEM16A channel activation, primary screen; Q8BHY3; HEK293 TMEM16A/YFP-H148Q/I152L, iodide quench fluorescence; stronger effect = lower value; B-score at 10 µM; 340,000 compounds, 0.3% hits; AID 623877;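 active means fluorescence-ratio B-score plate-corrected deviation score at least 3 library SD below zero, with starting fluorescence score within 5 deviations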;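 further: channel opened by trigger with iodide after compound preincubation; score built on the fluorescence ratio of max minus min over baseline; more negative score means more quench and so TMEM16A activation or potentiation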
TRPC6 inhibitor: mouse TRPC6 channel inhibition; Q61143; HEK293-TRPC6, membrane potential dye, ACh-evoked depolarization; stronger effect = lower value; B-score at 10 µM; 310,000 compounds, 1.1% hits; AID 2553;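 active means B-score under library mean minus 3 SD, initial fluorescence not abnormally high, positive integrated signal ratio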;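 further: B-score derived from integrated fluorescence ratio over the kinetic read; more negative B-score means stronger inhibition of depolarization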
SKKanGAS inh: SKKanGAS growth inhibition; inhibition, % at 7.5 µM; S. pyogenes SKKanGAS, kanamycin growth, BacTiter-Glo, 6 h; 300,000 compounds, 1.3% hits;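 active means mean replicate score, as percent of positive control median, at least 50; inconclusive means mean below 50 but one replicate at or above 50; inactive means mean and every replicate below 50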;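 further: strain carries kanamycin resistance gene driven by streptokinase promoter and grows in 40 µg/ml kanamycin; loss of luminescence reflects streptokinase promoter inhibition or plain growth inhibition; 0% = median of DMSO wells and 100% = positive control at its reference dose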
MrgX1 agonist: human MrgX1 receptor agonism, primary screen. AID 588627. MrgX1-HEK293 cells, Fluo-4 calcium fluorescence, agonist mode; stronger effect = higher value. 310,000 compounds, 0.44% hits. B-score at 10 µM;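 active means calcium response B-score plate-corrected fluorescence ratio at least 3 library SD, with starting fluorescence B-score inside 5 SD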
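Material: HEK293 cells stably expressing human MrgX1 receptor | Quantity: 15,000 cells per well | Times: Cells plated overnight, dye loaded 0.5 h 37 °C, 0.5 h room temperature | Measured by: Kinetic Fluo-4 NW fluorescence of intracellular calcium | Control set: Positive and negative controls per plate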
MrgX1 PAM: human MrgX1 positive allosteric modulation, primary screen. MrgX1-HEK293, Fluo-4 calcium flux, FDSS; stronger effect = higher value. B-score at 10 µM. 310,000 compounds, 0.63% hits. AID 588675;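 active means plate-corrected calcium response at least 3 library SD above typical, normal starting fluorescence, not activating the receptor alone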;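 further: compound read alongside a low EC10 to EC30 dose of BAM8-22 agonist; peak minus trough fluorescence over baseline measured at the second addition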
TRPC6 activator: activators of mouse TRPC6 channel; B-score at 10 µM; Q61143; 310,000 compounds, 0.13% hits; HEK293-TRPC6 membrane potential dye fluorescence; stronger effect = higher value;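 active means B-score of the integrated fluorescence ratio above library mean plus 3 SD, and starting fluorescence ratio within library mean plus 5 SD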;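 further: higher score means more depolarization so channel activation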
RGS4 act: potentiators or activators of RGS4; HEK293 M3R/inducible RGS4, carbachol calcium flux Fluo4; stronger effect = lower value; B-score at 10 µM; 310,000 compounds, 0.92% hits; AID 463111;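 active means B-score of the integrated calcium signal more than 4 SD below the library mean, with starting fluorescence not abnormally high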;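 further: negative B-score means reduced calcium response which marks RGS4 activation or potentiation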
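Test system: HEK293 cells with stable M3R and inducible RGS4; also added: carbachol at ECmax as muscarinic agonist stimulus; schedule: dye loading 30 min 37 °C, buffer rest 30 min RT; technique: kinetic calcium fluorescence imaging with Fluo4-AM dye, 2 µM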
RGS4 inh: human RGS4 inhibition; 310,000 compounds, 0.45% hits; B-score at 10 µM; P49798; HEK293 M3R/RGS4 inducible, Fluo-4 calcium flux; stronger effect = higher value; triggered by carbachol at its EC20;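 active means B-score, a plate-corrected calcium signal, over three deviations above library mean, with baseline fluorescence within five deviations of library mean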;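 further: RGS4 expression induced by doxycycline in cells with stable M3 receptor; B-score is computed from the integrated fluorescence ratio over baseline after carbachol; higher B-score means a larger calcium signal and so more RGS4 inhibition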
Target sequence (P49798 whole entry, looked up): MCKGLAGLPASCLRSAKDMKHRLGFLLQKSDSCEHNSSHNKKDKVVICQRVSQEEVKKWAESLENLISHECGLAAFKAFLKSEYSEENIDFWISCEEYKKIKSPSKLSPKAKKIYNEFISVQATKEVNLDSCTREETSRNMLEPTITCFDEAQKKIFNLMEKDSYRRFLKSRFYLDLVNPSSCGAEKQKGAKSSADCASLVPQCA
HDAC3 inhib: human HDAC3 inhibition; O15379; recombinant HDAC3, fluorogenic peptide/trypsin coupled, fluorescence; inhibition, % at 8.3 µM; 320,000 compounds, 0.15% hits; in the data active means inhibition above about 26%, passing the limit was not always enough; inconclusive means no clear call, values can overlap the other calls
Target sequence (O15379 whole entry, looked up): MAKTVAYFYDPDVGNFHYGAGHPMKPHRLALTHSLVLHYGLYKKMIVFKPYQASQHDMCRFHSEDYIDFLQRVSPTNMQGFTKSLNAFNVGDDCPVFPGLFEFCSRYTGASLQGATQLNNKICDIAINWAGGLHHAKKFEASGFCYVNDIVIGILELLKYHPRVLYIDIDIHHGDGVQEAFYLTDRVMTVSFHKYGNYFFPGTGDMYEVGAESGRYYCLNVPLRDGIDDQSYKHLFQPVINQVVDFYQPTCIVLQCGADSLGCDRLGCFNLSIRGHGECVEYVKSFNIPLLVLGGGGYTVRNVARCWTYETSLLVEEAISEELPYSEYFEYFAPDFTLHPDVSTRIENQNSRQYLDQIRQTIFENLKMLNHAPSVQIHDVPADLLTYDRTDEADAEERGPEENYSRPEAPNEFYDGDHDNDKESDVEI
Active calls of the source: *; i = inactive; u = inconclusive; x = no result given.

SMILES	TMEM16A inh	MrgX1 antagonist	TMEM16A act	TRPC6 inhibitor	SKKanGAS inh	MrgX1 agonist	MrgX1 PAM	TRPC6 activator	RGS4 act	RGS4 inh	HDAC3 inhib
CCc1ccc(NC(=O)CN2C(=O)CC(C)S(=O)(=O)c3ccccc32)cc1 (centres undefined)	i	i	i	i	1	i	i	i	i	i	2
Cc1ccc(S(=O)(=O)NC(=O)Nc2nccs2)cc1	i	i	i	i	-2	i	i	i	i	i	2
COCCCNC(=O)CC(NS(=O)(=O)c1ccc(OC)cc1)c1ccc(OC)cc1 (centres undefined)	i	i	i	i	1	i	i	i	i	i	-2
O=C(NNC(=S)NC(=O)c1ccccc1[N+](=O)[O-])c1ccccc1[N+](=O)[O-]	i	i	i	i	-2	i	i	i	i	i	2
Cc1ccc(N=Cc2cc(Cc3ccccc3Cl)cc([N+](=O)[O-])c2O)c(O)c1	i	i	i	i	u	i	i	i	i	i	2
O=C(O)C1CCN(C(=O)c2ccccc2Cl)CC1	i	i	i	i	2	i	i	i	i	i	-1
CN1C(=O)/C(=C\c2ccncc2)SC1=Nc1ccccc1	i	i	i	i	-8	i	i	i	i	6.3*	8
CCOc1ncccc1C(=O)Nc1cccc(-c2nnc3n2CCCCC3)c1	i	i	i	i	2	i	i	i	i	i	-8
CC1CCN(c2cc(N(C)CCO)c([N+](=O)[O-])c3nonc23)CC1	i	i	i	i	3	i	i	i	i	i	-4
NS(=O)(=O)c1ccc(N/C=C/C(=O)c2ccc(Br)cc2)cc1	i	i	i	i	-3	i	i	i	i	i	0
O=C1CCCN1CCCNc1ncnc2c1[nH]c1ccccc12	i	i	i	i	0	i	i	i	i	i	-11
Cc1ccc2sc(-c3ccc(NC(=O)CCN4C(=O)c5ccccc5C4=O)cc3)nc2c1	i	i	x	i	4	i	i	i	i	i	-2
Cc1ccc(OCC(=O)Nc2ccc(S(=O)(=O)Nc3onc(C)c3C)cc2)cc1	i	i	i	i	3	i	i	i	i	i	1
COc1ccc(C(=O)Oc2cccc(/C=N/NC(N)=S)c2)cc1	i	i	i	i	0	i	i	i	i	i	1
Cc1ccc(S(=O)(=O)N2CCOCC2)cc1C(=O)Nc1ccccc1N1CCCC1	i	i	i	i	-4	i	i	i	i	i	5
CN1CCN(NC(=O)c2cn(-c3ccccc3)nc2-c2ccc(OC(F)F)cc2)CC1	i	i	i	i	8	i	i	i	i	i	1
CSc1nnc(C)c(/C=C/Nc2ccc(C)cc2)n1	i	i	i	i	2	i	i	i	i	i	9
CCN(CC)CCCN(C(=O)c1ccc(OC)cc1)c1nc(-c2ccc(OC)cc2)cs1	i	i	i	-9.1*	-3	i	i	i	i	i	2
C=CCn1c(-c2sc(-c3ccccc3)nc2C)n[nH]c1=S	i	i	i	i	-6	i	i	i	i	i	10
CNc1nc(OCC#N)nc(N2CCCCC2)n1	i	i	i	i	-13	i	i	i	i	i	x
CC1c2cc3c(cc2CCN1C(=O)c1ccc(Br)cc1)OCCCO3 (centres undefined)	i	i	i	i	-3	i	i	i	i	i	2
CCOC(=O)c1ccc(NC(=O)c2ccc3c(c2)C(=O)N(Cc2cccnc2)C3=O)cc1	i	i	i	i	-2	i	i	i	i	i	0
CCOc1ccc(-c2noc(CCCC(=O)NC3CCCCC3)n2)cc1OC	i	i	i	i	1	i	i	i	i	i	1
CSc1nc(N2CCN(C)CC2)c2c(c1C#N)CC(C)(C)OC2	i	i	i	i	-1	i	i	i	i	i	-3
CC(C)C(Nc1ncnc2c1oc1ccccc12)C(=O)O (centres undefined)	i	i	i	i	1	i	i	i	i	i	3
CNC(=O)c1cc(S(=O)(=O)N(C)C)ccc1Cl	i	i	i	i	x	i	i	i	i	i	-10
CCCc1ccc(C(=O)Cn2nc(C(=O)O)c3ccccc3c2=O)cc1	i	i	i	i	6	i	i	i	i	i	3
O=C(NCc1ccc(Cl)cc1)C1CCCN(c2ncnc3c2nc2n3CCCCC2)C1 (centres undefined)	i	i	i	i	-4	i	i	i	i	i	-2
Cc1ccccc1OCC(=O)OCn1nnc2ccccc2c1=O	i	i	i	i	-4	i	i	i	i	i	0
Cc1ccc(NC(=O)CCNS(=O)(=O)c2ccc3[nH]c(=O)oc3c2)cc1C	i	i	i	i	-1	i	i	i	i	i	-5
c1cncc(CNc2ncnc3sccc23)c1	i	i	i	i	-1	i	i	28*	i	i	0
C=CCn1c(SCc2ccc(C(=O)O)cc2)nc2sc(C)c(C)c2c1=O	i	i	i	i	43	i	i	i	i	i	-8
CC(C)(C)NC(=O)/C(=C\c1ccc(Br)cc1)NC(=O)c1cccs1	i	i	i	i	-12	i	i	i	i	i	8
COc1ccc(CNC(=O)CC(C)CC2=NS(=O)(=O)c3ccccc3N2)cc1 (centres undefined)	i	i	i	i	-7	i	i	i	i	i	2
COc1ccc(CCNC(=O)c2ccc(CS(=O)Cc3ccc(C)cc3)o2)cc1OC (centres undefined)	i	i	i	i	-9	i	i	i	i	i	0
c1ccc(C2c3[nH]c4ccccc4c3CCN2Cc2cccn2-c2cccnc2)nc1 (centres undefined)	i	i	i	-6.8*	7	i	i	i	i	i	-3
CC(CN(C)Cc1ccccc1)OC(=O)c1ccc(F)cc1 (centres undefined)	i	i	i	i	-2	i	i	i	i	i	u
N#Cc1c(N)sc2c1CCN(CCc1ccccc1)C2	25*	i	i	i	12	i	i	i	i	i	-12
CC(=O)N1CCN(c2ccc(S(C)(=O)=O)cc2[N+](=O)[O-])CC1	i	i	i	i	1	i	i	i	i	i	0
Cc1[nH]c2ccccc2c1/C=C/C(=O)c1ccncc1	i	i	i	i	-6	i	i	i	i	i	-3
COc1cccc(-n2sc3c(c2=S)-c2cc(OC)ccc2NC3(C)C)c1	i	i	i	i	13	i	i	i	i	i	u
CCOC(=O)c1cc2c(C(F)(F)F)cc(-c3ccccc3)nc2o1	i	i	i	i	-6	i	i	i	i	i	-3
O=c1[nH]nc2c3ccccc3cnn12	i	i	i	i	-19	i	i	i	i	i	4
CCOC(=O)c1cccc(NC(=S)NC(=O)c2cccnc2)c1	i	i	i	i	13	i	i	i	i	i	2
O=C1C2CCCN2C(=O)N1CCCCN1CCN(c2cccc(Cl)c2)CC1 (centres undefined)	i	i	i	i	-10	i	i	i	i	i	0
COc1cccc(CNC(=O)COc2cc3c(c4oc(=O)cc(C)c24)CCC(C)(C)O3)c1	i	i	i	i	11	i	i	i	i	i	-6
Cc1ccccc1C(C(=O)NC1CCCCC1)N(C(=O)c1ccccn1)c1cccnc1 (centres undefined)	i	i	i	i	1	i	i	i	i	i	-4
O=C(CSc1ncccn1)N/N=C/c1cccc([N+](=O)[O-])c1	i	i	i	i	-2	i	i	i	i	i	-1
CCN(c1ccccc1)S(=O)(=O)c1cccc(C(=O)N2CCN(S(=O)(=O)c3ccccc3)CC2)c1	i	i	i	-11*	-7	i	i	i	i	i	2
CC(C)(C)n1ncc2c(=O)n(CC(=O)NCc3ccccc3)cnc21	i	i	i	i	-12	i	i	i	i	i	10
COc1ccc(-c2c(C)nn3c(N4CCC5(CC4)OCCO5)cc(C)nc23)cc1OC	i	i	i	i	-3	i	i	i	i	i	-3
CS(=O)(=O)c1ccccc1C(=O)Nc1ccccc1Cc1ccccc1	i	i	i	i	1	i	i	i	i	i	4
N#CCCN1CCN(S(=O)(=O)c2ccc(C#N)cc2)CC1	i	i	i	i	-15	i	i	i	i	i	-2
Cc1cc(S(=O)(=O)N2CCN=C2c2ccccc2)ccc1F	i	i	i	i	-8	i	i	i	i	i	-2
NC(=O)c1sc2nnc(-c3ccccc3)c(-c3ccccc3)c2c1N	i	i	i	i	-14	i	i	i	i	i	-2
CN(C1CCCC1)C1CCN(C(=S)Nc2cc(F)cc(F)c2)CC1	i	i	i	i	2	i	i	i	i	i	x
COc1ccc(CN=CC2=C(O)CNC2=O)cc1	i	i	i	i	-2	i	i	i	i	i	-4
COc1ccc(OC)c(S(=O)(=O)N2CCCc3ccccc32)c1	i	i	i	i	0	i	i	i	i	i	-3
CC(O)CNc1nc2ccccc2n1-c1ncnc2sc3c(c12)CCC3 (centres undefined)	i	i	i	i	-1	i	i	i	i	i	-7
Cc1ccc(S(=O)(=O)Nc2ccc(O)c3cccnc23)cc1	i	i	i	i	16	i	i	i	i	i	2

RGS4 inh, what is marked active above.
Compound | MrgX1 antagonist | TMEM16A act | MrgX1 agonist | TRPC6 activator | RGS4 inh | HDAC3 inhib
CN1C(=O)/C(=C\c2ccncc2)SC1=Nc1ccccc1 | i | i | i | i | 6.3* | 8

Remaining list, next part
SMILES	TMEM16A inh	MrgX1 antagonist	TMEM16A act	TRPC6 inhibitor	SKKanGAS inh	MrgX1 agonist	MrgX1 PAM	TRPC6 activator	RGS4 act	RGS4 inh	HDAC3 inhib
COc1ccccc1/C=[N+](\[O-])C1SC(=S)N(C)C1(C)C (centres undefined)	i	i	i	i	1	i	i	i	i	i	0
c1ccc2c(Nc3nc4c(s3)CCCC4)cccc2c1	i	i	i	i	57*	i	i	i	i	i	-7
Cc1ccc(C2=NS(=O)(=O)N(C)C(C(=O)Nc3cc(C)n(CC(=O)N4CCCCC4)n3)=C2)cc1	i	i	i	i	0	i	i	i	i	i	7
CN1CCN(C(=O)CN(c2ccccc2)S(=O)(=O)N(C)C)CC1	i	i	x	i	-6	i	i	i	i	i	-3
Cc1ccc(S(=O)(=O)N2CCN(C(=O)COc3ccc(NC(=O)c4ccco4)cc3)CC2)cc1	i	i	i	i	-4	i	i	i	i	i	0
Cc1nc(NCc2cccnc2)c2c3c(sc2n1)CC(C)CC3 (centres undefined)	i	i	i	i	16	i	i	i	i	i	7
O=C(CN(C(=O)CCC(=O)Nc1ccccn1)c1ccccc1F)NCc1ccc2c(c1)OCO2	i	i	i	i	-7	i	i	i	i	i	4

Screens deposited in PubChem BioAssay by several laboratories.
